# PI4K2A block – inhibitors of human PI4K2A. activity change, negative = inhibition, % at 76.9 µM. hit rate 0.13% among 420,000. purified PI4K2A, ADP-Glo luminescence, 1 h; active compounds read low. AID 1346378. Q9BTU6; in the data active = activity change below about -50%; inconclusive = mostly about -30% to -49%;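 note: -100% = wells without enzyme as full effect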
#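 In this quantitative HTS, ADP production by PI4K2A was quantified luminescently after 1 h at ambient temperature; 100 microM adenosine served as plate-quality control.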
# G9a block – inhibitors of human histone lysine methyltransferase G9a; G9a H3K9 monomethylation, AlphaScreen, 2 h; Potency, µM (titrated, usually from 102 µM), for the others: top-dose activity, negative = inhibition, most hits filed as inhibitors; AID 504332; hit rate 8.8% among 350,000; Q96KQ7; note: potency is the fitted concentration of half-maximal effect; % is set by controls: 0 for no effect and ±100 for the full control effect; nearly all actives have a fitted effect of over 75% in size
#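 Compounds were preincubated with 20 nM G9a for 15 min, after which biotinylated H3K9 peptide (500 nM) and SAM (20 uM) started a 2 h room-temperature reaction. Monomethylated product was quantified by antibody-based AlphaScreen chemiluminescence.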
# ERG-DNA inh – blocks human ERG Ets domain binding to DNA; fluorescence polarization, His-ERG Ets domain / labelled DNA; Potency, µM (titrated, usually from 76.9 µM), without a hit: top-dose FP activity, negative = inhibition, most hits filed as inhibitors; hit rate 0.028% among 370,000; AID 624246; active = well fitted inhibition curve with a large enough effect in the polarisation, with a control signal flat; inconclusive = small, poorly fitted or top-dose-only effect, or effect the other way, or a change in a side signal; inactive = no such curve, though single readings can be large or run the other way; the % refers to the polarisation;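 note: polarization taken with two DNA probes labelled with fluorescein and Texas red; potency is the fitted concentration of half-maximal effect; % of control where 0% means no effect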
#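 His-tagged ERG Ets domain (1 uM in the protein solution; 300mM KCl, 50mM Tris-HCl, 1mM EDTA, 1mM DTT, pH 7.5) received compound, then a probe mix of 5 nM fluorescein-DNA and 100nM Texas-615-DNA. Fluorescence polarization was read for both dyes.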
# HP1b chromo inh – inhibitors of HP1-beta chromodomain binding to methylated histone tails. P83916. AlphaScreen HP1-beta / biotin-H3K9me3 peptide binding. Potency, µM (highest dose often 114 µM), for inactives: at the highest dose activity change, negative = inhibition, usual class: inhibitors. hit rate 0.56% among 390,000. AID 540317; note: potency is the fitted concentration of half-maximal effect; nearly all actives have a fitted effect of over 70% in size; inactives centre near 23
# Target sequence (P83916 whole entry, looked up): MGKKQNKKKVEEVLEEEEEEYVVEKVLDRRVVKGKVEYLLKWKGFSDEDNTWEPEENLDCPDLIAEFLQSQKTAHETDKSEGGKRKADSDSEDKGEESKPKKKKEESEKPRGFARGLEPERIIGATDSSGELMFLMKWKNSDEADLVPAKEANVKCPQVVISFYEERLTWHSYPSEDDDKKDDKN
#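 AlphaScreen: HP1-beta (50 nM) preformed 30 min with biotin-H3(1-18)K9me3 peptide (50 nM) in PBS pH 7.4, 0.01% Tween-20. Compound added for 30 min at RT, then streptavidin donor/nickel chelate acceptor beads (10 ug/mL) for 30 min.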
# BAZ2B block – inhibitors of human BAZ2B bromodomain. AlphaScreen BAZ2B-H3K14Ac peptide displacement. hit rate 4.4% among 360,000. AID 504333. Q9UIF8. Potency, µM (doses to about 114 µM), without a hit: at the highest dose activity change, negative = inhibition, usual class: inhibitors; note: potency is the fitted concentration of half-maximal effect; % is set by controls: 0 for no effect and ±100 for the full control effect; nearly all actives have a fitted effect of over 60% in size
#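 Multi-concentration screen (max 110 uM) measuring displacement of acetylated histone H3 peptide from BAZ2B by AlphaScreen, using 50 nM protein, 50 nM peptide and 10 ug/mL streptavidin donor plus Ni-chelate acceptor beads.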
# GLS inh – glutaminase GLS (human) inhibition. O94925. GLS enzymatic activity, qHTS titration. Potency, µM (top dose mostly 45.5 µM), for the others: at the top dose activity change, negative = inhibition, hits mostly inhibitors. hit rate 0.21% among 410,000; note: potency is the fitted concentration of half-maximal effect; % is set by controls: 0 for no effect and ±100 for the full control effect
#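 hKGA; 45 mM KH2PO4 pH 8.2 + 0.02% Tween-20; cpd via pin tool; 1 mM Gln soln; GluOx/HRP/Amplex Red; RT 30 min; fluor. t0 & final.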
# RGS4 inhibitor – blocks human RGS4-accelerated GTP hydrolysis; P49798; Transcreener GDP fluorescence polarization, RGS4-accelerated GTP hydrolysis; Potency, µM (series often up to 114 µM), for inactives: top-dose activity change, negative = inhibition, most hits filed as inhibitors; hit rate 0.039% among 390,000; note: potency is the fitted concentration of half-maximal effect; % is set by controls: 0 for no effect and ±100 for the full control effect; nearly all actives have a fitted effect of over 75% in size; some results filed as inactive show a strong effect at the top dose
# Target sequence (P49798 whole entry, looked up): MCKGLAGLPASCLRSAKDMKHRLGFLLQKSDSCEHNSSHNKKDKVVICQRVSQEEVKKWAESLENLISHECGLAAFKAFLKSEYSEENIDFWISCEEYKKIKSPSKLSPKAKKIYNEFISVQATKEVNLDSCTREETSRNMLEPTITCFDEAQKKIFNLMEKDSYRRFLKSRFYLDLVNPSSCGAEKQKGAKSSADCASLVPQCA
#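 MLSMR compounds (23 nl, pin-transferred) preincubated 10 min at room temperature with a 500nM (2x) first reagent, then RGS4 at 900nM (2x) plus Transcreener GDP mix added; fluorescence polarization (620/688 nm) read before and after 90 min at 30 °C.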
# JMJD2A Tudor – inhibitors of human JMJD2A Tudor domain; AlphaScreen JMJD2A-Tudor / H3K4me3 peptide binding; O75164; AID 504339; hit rate 4.4% among 390,000; Potency, µM (top dose mostly 114 µM), for the others: top-dose activity change, negative = inhibition, usual class: inhibitors; note: potency is the fitted concentration of half-maximal effect; % is set by controls: 0 for no effect and ±100 for the full control effect; nearly all actives have a fitted effect of over 50% in size
# 12-LOX inh – ALOX12 (human) lipoxygenase inhibition | P18054 | purified 12hLO, xylenol orange hydroperoxide absorbance | Potency, µM (highest dose often 108 µM), without a hit: at the highest dose activity change, negative = inhibition, actives largely listed as inhibitors | hit rate 1.1% among 580,000 | AID 1671190; note: potency is the fitted concentration of half-maximal effect; % is set by controls: 0 for no effect and ±100 for the full control effect
# Target sequence (P18054 whole entry, looked up): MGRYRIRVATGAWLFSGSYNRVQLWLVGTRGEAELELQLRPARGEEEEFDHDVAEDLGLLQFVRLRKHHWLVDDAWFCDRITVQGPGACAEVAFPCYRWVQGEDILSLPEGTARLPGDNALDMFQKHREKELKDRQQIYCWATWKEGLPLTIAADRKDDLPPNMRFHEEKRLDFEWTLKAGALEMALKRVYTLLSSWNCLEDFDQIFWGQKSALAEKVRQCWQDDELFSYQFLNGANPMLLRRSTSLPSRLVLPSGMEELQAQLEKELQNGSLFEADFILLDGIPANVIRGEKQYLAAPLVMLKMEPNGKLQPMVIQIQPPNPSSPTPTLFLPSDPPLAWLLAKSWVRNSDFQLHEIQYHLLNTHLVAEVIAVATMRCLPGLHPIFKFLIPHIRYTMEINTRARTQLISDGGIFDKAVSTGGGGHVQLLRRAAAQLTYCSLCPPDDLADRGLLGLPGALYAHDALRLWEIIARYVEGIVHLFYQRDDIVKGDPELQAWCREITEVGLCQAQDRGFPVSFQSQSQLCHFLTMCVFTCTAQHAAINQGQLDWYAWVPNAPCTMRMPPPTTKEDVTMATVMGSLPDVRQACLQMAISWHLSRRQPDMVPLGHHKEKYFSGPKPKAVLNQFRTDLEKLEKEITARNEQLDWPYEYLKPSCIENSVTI
#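 Purified human 12hLO at 150 nM in 25 mM Hepes, 0.01% Triton X-100, pH 7.0, preincubated 15 min at room temperature with compound. Reaction started with 40 uM arachidonic acid, 30 min at room temperature. Hydroperoxide measured by Fe-xylenol orange, 573/405 nm absorbance ratio.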
# An asterisk follows results filed as active; ? = inconclusive; nt = not tested or not shown; & = joins results of further samples; [ ] = remark or other dose. Unless noted, calls come from the whole dose curve; as a rule, active = well fitted curve in the direction sought with a large enough effect; inconclusive = small, poorly fitted or top-dose-only effect, or another doubt; inactive = no such curve, though single readings can be large; an effect the other way counts as inactive or inconclusive.
SMILES,PI4K2A block,G9a block,ERG-DNA inh,HP1b chromo inh,BAZ2B block,GLS inh,RGS4 inhibitor,JMJD2A Tudor,12-LOX inh
O=C(/C=C/c1ccc(OCc2ccccc2)c(OCc2ccccc2)c1)c1cccnc1,14.4,17.3%[59 µM],1.4%,0.6%,?,3.5%,-36.9%,-22.7%,10.8%
CC(=O)Nc1ccc(S(=O)(=O)NCCc2csc(C)n2)cc1,0.7,?,nt,23.3%,-1.8%,-6.2%,4.4%,-3.7%,-3.1%
CCOC(=O)c1c(-c2ccccc2)oc2ccc(N(C(C)=O)S(=O)(=O)c3ccc(CC)cc3)cc12,-0.1,6.1%[59 µM],0.4%,17.6%,-11.8%,1.0%,-0.8%,-1.4%,-25.7%
CCn1cc(C(=O)OCC(=O)c2cc(C)n(-c3ccccc3F)c2C)c(=O)c2ccc(C)nc21,10.2,-21.3%[59 µM],-2.1%,?,?,-16.0%,?,39.8µM*,-14.0%
O=C(COC(=O)c1ccccc1SCC(=O)NC1CCCCC1)NC1CCCCC1,-2.1,11.4%[59 µM],5.6%,13.3%,-24.5%,4.5%,22.3%,-8.3%,4.4%
COC(=O)c1ccc(OC)c(CSc2nnc(COc3ccc(Cl)cc3)o2)c1,-3.2,50.8%[59 µM],0.1%,59.3%[activator],25.6%,8.2%,-15.4%,9.9%,-22.5%
COc1ccc(S(=O)(=O)ON=C2CC(C)(C)N(C(C)=O)C(C)(C)C2)cc1,-2.3,-108.9%[59 µM],9.0%,37.5%,-8.1%,2.7%,12.5%,-6.5%,?
Cc1ccccc1C(=O)N1CCC(C(N)=O)CC1,-3.4,-17.1%,nt,30.3%,27.2%,14.5%,5.2%,-8.4%,13.2%
CCCCN(CC)C(=O)c1nn(-c2ccc(OC)cc2)c(=O)c2c1c1ccccc1n2C,0.9,2.6%[59 µM],0.4%,53.8%[activator],nt,-0.1%,3.1%,-1.7%,-18.7%
CCC1Sc2ccccc2N(CC(=O)NCCC2=CCCCC2)C1=O (stereo not drawn),1.8,21.4%,-1.0%,35.2%[activator],67.7%[activator],-1.0%,7.4%,6.0%,-8.3%
CC(=O)c1ccc2oc3ccccc3c(=O)c2c1,-0.6,20.2%,-1.9%,46.9%[activator],2.5%,-1.8%,-7.7%,-9.9%,-3.7%
Cc1cc(C)c(NC(=O)COC(=O)CCc2ccc(S(=O)(=O)N3CCCCC3)cc2)c(C)c1,0.5,-1.2%,?,52.5%[activator],-1.4%,-0.8%,0.0%,-11.9%,1.1%
Cc1cc(Cl)c(OCCCn2cncn2)c(Br)c1,-4.3,8.9%[12.7 µM],-12.0%,59.7%[activator],-0.2%,-4.3%,17.4%,-10.1%,0.0%
O=C(Nc1ccc(OC(F)F)cc1)Nc1cccc(C(F)(F)F)c1,-1.3,14.7%,-13.3%,57.5%[activator],-0.4%,-2.5%,-15.4%,-1.4%,-26.9%
COc1ccc(CNC(=O)CCCN2C(=O)COc3ccc(C)cc32)cc1,2.6,47.7%[activator][59 µM],0.9%,66.4%[activator],27.0%,1.3%,22.6%,-14.2%,-0.2%
O=C(COC(=O)c1cc2ccccc2cc1O)NCc1ccccc1,2.8,nt,-0.8%,21.2%[57 µM],nt,-0.7%,2.2%,-0.7%,-18.4%
C=CCn1c(SCCCc2ccccc2)nc2c1c(=O)[nH]c(=O)n2C,-5.3,44.7µM*,9.1%,11.4%,-3.8%,0.4%,-29.9%,-4.9%,-3.4%[57.4 µM]
COC(=O)c1ccc(CNC(=O)c2ccc(COc3ccccc3)cc2)cc1,-6.5,-42.2%[59 µM],0.5%,38.7%,0.1%,-9.5%,-21.4%,-7.7%,-18.0%
C=CCNC(=O)c1sccc1Oc1ccc(F)cc1[N+](=O)[O-],-13.2,3.0%,0.0%,37.6%,-12.9%,9.8%,-22.5%,-1.7%,6.0%
N=c1sccn1CC(=O)Nc1cc(Cl)ccc1Oc1ccccc1,-3.3,-36.8%[59 µM],-0.4%,16.5%,7.5%,-11.6%,-13.3%,-17.9%,nt
Cc1cc(C)cc(OC(=O)CS(=O)c2ccc(C(F)(F)F)cc2[N+](=O)[O-])c1 (stereo not drawn),-1.7,-23.2%,-11.2%,10.8%,-12.7%,-2.7%,-29.5%,?,-37.4%
CC(CCN1CCN(c2ccc(F)cc2)CC1)c1ccccc1 (stereo not drawn),-3.5,nt,-1.2%,10.7%,?,-4.3%,-13.6%,?,?
CC(=O)Cn1cnc2scc(-c3ccc(C)c(C)c3)c2c1=O,-2.6,nt,4.5%,17.6%,-3.8%,1.7%,-0.9%,-10.0%,1.8%
NC(=O)N/N=C/c1ccccc1OCc1cccc2ccccc12,-0.1,6.3%,-4.5%,32.1%,-4.8%,-11.3%,-4.4%,-2.0%,0.0%
Cc1ccc(CN(C(=O)c2cc3ccccc3oc2=O)C2CCS(=O)(=O)C2)cc1 (stereo not drawn),-1.4,nt,-0.3%,29.5%,8.1%,-0.5%,5.9%,-8.6%,25.4%&8.3%
COc1cc(OC)c(NC(=O)C2CCN(C(=O)c3sc4nc[nH]c(=O)c4c3C)CC2)cc1Cl,-2.4,27.7%[59 µM],1.6%,4.8%[57 µM],10.9%,4.8%,-21.9%,-30.6%,-0.6%
Cc1nc(Cl)cc(N/N=C/c2ccc(O)cc2)n1,-1.7,11.9%,4.1%,27.6%,-0.3%,10.2%,-19.4%,-11.2%,-10.4%
O=C(NNc1nc(-c2ccc(Br)cc2)cs1)c1ccco1,-1.4,28.2µM*,1.6%,30.3%,-37.8%,8.1%,-29.0%,-25.7%,5.3%
O=C(Nc1ccc(Cl)cc1)C1CCN(C(=O)NC2CCCCC2)CC1,0.8,-2.3%,-14.5%,24.7%,-22.3%,-3.8%,-12.0%,-22.3%,?
CCOC(=O)c1ccc(NC(=O)NC(C)C2CCCO2)cc1 (stereo not drawn),-0.7,-3.9%[12.7 µM],-0.9%,10.5%,8.8%,2.4%,22.6%,-18.5%,-6.1%
Cc1ncc([N+](=O)[O-])n1CCO,4.1&-0.7,8.3%[59 µM],-14.6%,7.3%,-15.7%&-0.5%,7.7%&-0.1%,-6.0%,-17.3%,2.8%&0.0%
CCOc1ccccc1CNC(=O)c1cc2oc3ccccc3c2n1CC,-1.8&7.2,3.2%&12.0%[59 µM],2.5%&-3.5%,10.7%&35.3%,-11.8%&-10.5%,2.9%&-24.5%,6.4%&-1.1%,?,-12.4%&12.0%
CCOC(=O)C(NCCc1ccccc1)(NC(=O)CC)C(F)(F)F (stereo not drawn),4.8,20.3%[59 µM],-1.3%,33.9%,-5.7%,-12.0%,-20.4%,0.0%,-5.0%
Cc1ccc2oc(-c3cccc(NC(=S)NC(=O)c4cccs4)c3)nc2c1,-5.4,-2.6%[59 µM],10.5%,9.3%,4.8%,0.4%,10.4%,-11.6%,-17.5%
CC(C)CC1=C/C(=C/c2ccc(-c3ccccc3)o2)C(=O)O1,-4.1,12.6µM*,6.8%,?,44.7µM*,11.2µM*,?,?,12.6µM*
CC(=O)Nc1ccc(NC(=O)c2cc(-c3ccccc3)nc3ccccc23)cc1,-1.1,7.4%,-2.2%,31.0%,-17.9%,3.6%,-4.4%,-4.9%,0.0%
CCC(=O)Nc1c2c(nn1-c1ccc(OC)cc1)CSC2,-6.5,12.6%[59 µM],-0.4%,20.9%[57 µM],-16.2%,3.7%,-5.9%,-12.5%,5.6%
COc1ccc2c(C)cc(SCC(=O)NCC3CCCO3)nc2c1 (stereo not drawn),-3.7,17.7%[2.33 µM],-8.7%,22.7%,4.1%,-1.8%,12.3%,-4.2%,346.5%[activator]
CCN(CC)S(=O)(=O)c1ccc(NC(=O)CC(NC(C)=O)c2ccccc2)cc1 (stereo not drawn),-2.9,?,-4.6%,61.1%[activator],1.8%,8.6%,-28.1%,1.2%,5.7%
CC1C(=O)N2CCCc3cc(S(=O)(=O)N4CCC(C(N)=O)CC4)cc1c32 (stereo not drawn),-0.1&-2.3,12.6µM*,3.5%&-6.0%,61.3%&24.1%[activator],?,-22.1%&-23.6%,6.0%&4.2%,-12.8%&-17.2%,7.4%&-26.9%
Cc1ccc(OCC(=O)Nc2nc(-c3ccc(Br)cc3)ns2)cc1,0.2,9.2%[59 µM],-0.5%,23.2%,-0.6%,-3.3%,-5.8%,-15.2%,-12.2%
O=C(CCNS(=O)(=O)c1ccccc1)N1CCOCC1,-3.1,nt,-2.4%,69.2%[activator],0.8%,-1.6%,-14.7%,2.5%,5.8%
CCC(=O)NC(C)c1cc(Cl)c2ccccc2c1O (stereo not drawn),-0.4,9.2%[0.501 µM],nt,40.8%[activator],-2.2%,13.6%,11.8%,0.7%,1.1%

# Part of the list above in order of number of heavy atoms, low to high:
SMILES,PI4K2A block,G9a block,ERG-DNA inh,HP1b chromo inh,BAZ2B block,GLS inh,RGS4 inhibitor,JMJD2A Tudor,12-LOX inh
O=C(NNc1nc(-c2ccc(Br)cc2)cs1)c1ccco1,-1.4,28.2µM*,1.6%,30.3%,-37.8%,8.1%,-29.0%,-25.7%,5.3%
CC(CCN1CCN(c2ccc(F)cc2)CC1)c1ccccc1 (stereo not drawn),-3.5,nt,-1.2%,10.7%,?,-4.3%,-13.6%,?,?
NC(=O)N/N=C/c1ccccc1OCc1cccc2ccccc12,-0.1,6.3%,-4.5%,32.1%,-4.8%,-11.3%,-4.4%,-2.0%,0.0%

# These rows are one share of the data, so the mix of outcomes need not match the whole.
